Compound activity (PubChem BioAssay)
RMI-FANCM inh: blocks RMI1/RMI2 complex binding to FANCM MM2 peptide. FP signal (polarization) at 33 µM. AID 1159607. 70,000 compounds, 0.58% hits. Fluorescence polarization, RMI core complex with F-MM2 peptide; active compounds read low; in the data active = FP signal below about 40; also: inactives centre near 61; strong numbers were not always called active; unit not given here
An asterisk follows results filed as active; & = joins results of further samples.

SMILES	RMI-FANCM inh
O=C(CC1CCCCN1S(=O)(=O)c1ccccc1)Nc1ccc(F)c(F)c1 (configuration not stated)	70
COc1ccc(NC(=O)Cc2cc(-c3ccc(Cl)cc3)on2)cc1OC	63
CCOC(=O)c1nn(-c2cccc(Cl)c2)cc(Sc2ccc(Cl)cc2)c1=O	54
Cc1cc(Br)ccc1NC(=O)OC(C)(C)C	52
O=C(NCC1CCN(Cc2ccco2)CC1)c1ccc2ccccc2c1	76
O=C(CCCSc1ccc(NC(=O)c2ccc(F)cc2)nn1)NC1CC1	63
COc1ccc2cc(Br)ccc2c1CC(=O)NCc1cccnc1	55
CCOc1ccc2ccccc2c1C(=O)N[C@@H]1C(=O)N2[C@@H]1SC(C)(C)[C@@H]2C(=O)O	50&57
Cn1ccnc1N1CCN(C(=O)C2(c3ccc(Cl)cc3)CCCC2)CC1	64
C=CCc1ccc(OCCCn2ccnc2)c(OC)c1	62
CC(C)CC(NC(=O)CC12CC3CC(CC(C3)C1)C2)C(=O)Nc1nccs1 (configuration not stated)	56
Cc1c(Cl)cccc1NC(=O)CCCn1nc(-c2ccco2)ccc1=O	64
Cc1nc2sc(C)c(C)n2c(=O)c1NC(=O)C1c2ccccc2Oc2ccccc21	70
CSc1nc(N=CN(C)C)n2nc(-c3ccccc3)cc2n1	58
CC(C)(C)S(=O)(=O)c1ccc(N2CCN(c3ccccc3)CC2)nn1	63
Nc1nc(OCc2ccccc2)c2[nH]cnc2n1	63
CCCN1C(=O)C(C)(C)COc2ccc(NC(=O)c3ccccc3OCC)cc21	65
O=c1c2ccccc2n(Cc2nc(-c3ccccc3Cl)no2)c(=O)n1CCc1ccccc1	85
O=S(=O)(NCc1ccccc1)N1CCCCC1	65
CS(=O)(=O)N1CCCC(C(=O)Nc2nnc(-c3ccno3)o2)C1 (configuration not stated)	65
O=C(NCCn1nc(-c2cccs2)ccc1=O)Nc1ccc(F)cc1	71
N#CCc1ccc(Oc2c(Cl)cncc2Cl)cc1	56
C(=C\c1cccs1)/c1nnc(-c2cccs2)o1	63
COc1cc(/C=N\NC(=O)c2ccc(C(=O)N/N=C\c3ccc(O)c(OC)c3)cc2)ccc1O	59
Nc1ccccc1SC(CC(=O)c1ccccc1)c1ccc2c(c1)OCO2 (configuration not stated)	51

A few values from the results shown.
In RMI-FANCM inh, `O=C(NCC1CCN(Cc2ccco2)CC1)c1ccc2ccccc2c1` has the entry 76
In RMI-FANCM inh, `O=C(CC1CCCCN1S(=O)(=O)c1ccccc1)Nc1ccc(F)c(F)c1` (configuration not stated) has the entry 70

Back to the main list; the two compounds before the break are reprinted first.
SMILES	RMI-FANCM inh
COc1cc(/C=N\NC(=O)c2ccc(C(=O)N/N=C\c3ccc(O)c(OC)c3)cc2)ccc1O	59
Nc1ccccc1SC(CC(=O)c1ccccc1)c1ccc2c(c1)OCO2 (configuration not stated)	51
Nc1nc(SCc2ccccn2)[nH]c(=O)c1NC(=O)c1ccc(F)c(F)c1	58
Cc1ccc(-c2cc3c(SCC(=O)N4CCN(c5ccccc5F)CC4)nccn3n2)cc1	90
CCOC(=O)C1CCN(c2c(C#N)cnc3ccc(OCC)cc23)CC1	64
COc1ccc(NC(=O)C2CCN(c3ccc(-c4ccccc4OC)nn3)CC2)c(OC)c1	60
CCOc1ccc(NC(=O)CC(C)n2nc(C)c(C)c2C)cc1 (configuration not stated)	62
Cn1ncc2c(Nc3cccc(Cl)c3)nc(NCc3ccco3)nc21	58
CCOc1ccc(NC(=O)CCn2cnc3c([nH]c4cc(OC)c(OC)cc43)c2=O)cc1	59
O=C1C=C(C(F)(F)F)c2ccc(NC3CCCCC3)c3cccc1c23	44
O=C(Cc1ccc(F)cc1)NCC1CCN(Cc2cccs2)CC1	72
COC(=O)c1sc2nc(-c3ccc(C)cc3)cc(-c3ccc(OC)c(OC)c3)c2c1N	41
Cc1cc(C)n(C(C)CNC(=O)c2cccs2)n1 (configuration not stated)	65
CCOc1ccc(OCCNC(=O)Cc2ccc([N+](=O)[O-])cc2)cc1	61
COc1ccc(CC(=O)Nc2ccc3c(c2)N(C(C)=O)CC3)cc1	66
COc1cc(OC)cc(-c2nc(-c3ccccc3)c3ccccn23)c1	68
O=C1c2ccccc2C(=O)N1CCCN1C(=O)COc2ccccc21	68
CN(C)/C=N\NS(=O)(=O)c1ccccc1	59
Cc1cc(C)c(S(=O)(=O)NCC2CCN(C3CCCC3)CC2)cc1C	79
CN1C(=O)C(C)(C)COc2ccc(NS(=O)(=O)c3ccc(F)c(Cl)c3)cc21	66
CCOc1ccc(NC(=O)CSC2=C(C#N)C(c3ccccc3Cl)C(C(C)=O)=C(C)N2)cc1 (configuration not stated)	66
C=CCn1c(=S)sc2c(N3CCN(c4ccccc4)CC3)ncnc21	57
COC(=O)c1ccccc1NC(=O)CSc1nc2sc(C)c(C)c2c(=O)[nH]1	56
CC(=O)Nc1ccc(NC(=O)c2ccc(=O)n(C)n2)cc1	61
O=C(N=c1scc(-c2ccccc2)n1-c1ccccc1)c1ccco1	66
COc1ccc2oc3ccccc3c(=O)c2c1	57
CN1CCC(N(C)C(=O)Cc2csc3nc(-c4ccccc4)cn23)CC1	65

Part of the list above in another layout.
Molecule,RMI-FANCM inh
COc1ccc(NC(=O)C2CCN(c3ccc(-c4ccccc4OC)nn3)CC2)c(OC)c1,60
CCOc1ccc(NC(=O)CSC2=C(C#N)C(c3ccccc3Cl)C(C(C)=O)=C(C)N2)cc1 (configuration not stated),66
O=C(N=c1scc(-c2ccccc2)n1-c1ccccc1)c1ccco1,66
N#CCc1ccc(Oc2c(Cl)cncc2Cl)cc1,56
O=S(=O)(NCc1ccccc1)N1CCCCC1,65
COC(=O)c1sc2nc(-c3ccc(C)cc3)cc(-c3ccc(OC)c(OC)c3)c2c1N,41
O=C(CCCSc1ccc(NC(=O)c2ccc(F)cc2)nn1)NC1CC1,63

Continued:
SMILES	RMI-FANCM inh
Cc1ccc(CNC(=O)Cn2nc3ccc(SC4CCCCC4)nn3c2=O)cc1	77
CC(C)C(NC(=O)c1ccc(C(C)(C)C)cc1)C(=O)NC1=NCCS1 (configuration not stated)	67
CC(Cn1cnc2ccccc21)C(=O)N=Nc1c(O)[nH]c2ccccc12 (configuration not stated)	57
CC(C)Oc1ccc(-c2noc(CN3C(=O)COc4cc(Cl)ccc43)n2)cc1	83
O=C(COc1ccc(Br)cc1)OCCOc1ccc([N+](=O)[O-])cc1	62
Cc1nnc2ccc(N3CCN(S(=O)(=O)c4ccc(OC(F)(F)F)cc4)CC3)nn12	65
Cc1cc(NC(=O)c2ccc(S(=O)(=O)C(C)C)cc2)n(-c2nc3ccccc3s2)n1	63
Cc1nc2ccc(Br)cc2c(=O)n1-c1cc(C(F)(F)F)ccc1N1CCOCC1	52
CCOC(=O)COc1ccc2c(-c3ccccc3)cc(=O)oc2c1	55
COc1ccc(S(=O)(=O)CC(=O)N(Cc2ccccc2)Cc2ccccc2)cc1	55
O=C(CCSc1nnc2scc(-c3ccc(Cl)cc3)n12)NCCc1ccccc1	87
O=C(Nc1ccc(F)cc1)Nc1nc(C(=O)NCc2ccco2)cs1	61
COc1ccc2sc(N(Cc3cccnc3)C(=O)Cc3cc(C)ccc3C)nc2c1	121
CN1CCN(c2ccc(NS(=O)(=O)c3cccc(C(F)(F)F)c3)cc2)CC1	55&58
CCOC(=O)c1nn(-c2ccccc2C)c(=O)cc1NCc1ccc2c(c1)OCO2	55
CC(C)N(C(=O)CSc1nncc(=O)n1N)c1ccccc1	54
O=c1ccc(-c2ccco2)nn1CCCNS(=O)(=O)c1ccc(OC(F)(F)F)cc1	65
Cn1nc(-c2cccs2)cc1N	65
CCC(=O)N1CCN(c2ccc(-c3ccc(C)c(C)c3)nn2)CC1	73
COC(=O)/C=C1\SC(=Nc2ccc(Cl)cc2)N(c2ccc(Cl)cc2)C1=O	56
CC(=O)Nc1ccc(S(=O)(=O)Nc2ccccc2N2CCOCC2)cc1Cl	60
O=C(Nc1ccc(Cl)cc1)O/N=C\c1ccc2c(c1)CCO2	53
COc1cccc(-c2csc(-n3nc(C)cc3NC(=O)CCCc3ccccc3)n2)c1	75
O=S(=O)(c1ccc(Cl)s1)N1CCN(c2ccccc2)CC1	57
Cc1ccc(CC(=O)N(Cc2ccccn2)c2nc3ccccc3s2)cc1	68

(continued)
SMILES	RMI-FANCM inh
Cc1nc2ccccn2c(=O)c1NC(=O)NC1CCCCC1	66
O=C(c1ccccc1Cl)N1CCSCC1	57
Cc1cccc(S(=O)(=O)Nc2ccccc2F)c1	72
O=C(COc1ccc(Cl)cc1)NCC(c1ccsc1)N1CCCCCC1 (configuration not stated)	67
O=C1N(Cc2c(F)cccc2Cl)c2ccccc2S(=O)(=O)N1Cc1ccc(F)cc1	65
O=c1ccc(-c2ccccc2Cl)nn1Cc1nc(-c2ccc3c(c2)OCO3)no1	113
FC(F)(F)c1ccnc(SCn2c(=S)sc3ccccc32)n1	55
COC(=O)c1ccc2nc(NC(=O)C3=COCCO3)sc2c1	68
Cc1ccc(C)c(S(=O)(=O)Nc2ccc(C(=O)Nc3ccccc3F)cc2)c1	72
O=C1c2cccc3cc(Br)cc(c23)C(=O)N1c1ccc(N=Nc2ccccc2)cc1	54
CC(=O)NC1C(Oc2ccc(C(C)(C)C)cc2)OC2COC(c3ccco3)OC2C1O (configuration not stated)	63
CC1(C)CC(=O)C2=C(C1)OC1=C(C(=O)CC(C)(C)C1)C2c1nc(-c2ccccc2)n2ccccc12	57
Cc1c(Cl)ccc2sc(N(CCCN(C)C)C(=O)c3ccn(C)n3)nc12	84
CCOC(=O)c1nn(-c2ccc(C)cc2)c(=O)cc1NCc1ccncc1	57
N#Cc1cnc2ccc(F)cc2c1Nc1ccc(Br)cc1	65
CCOc1ccc(C(=O)Nc2ccc3c(c2)N(CCOC)CCC3)cc1OCC	45
COc1ccc(C(CNC(=O)c2ccc(Br)o2)N2CCOCC2)cc1 (configuration not stated)	51
O=c1ccc(-c2cccs2)nn1CCCNS(=O)(=O)c1ccc2ccccc2c1	103
O=C(CCCSc1ccc(NC(=O)c2ccco2)nn1)NCc1ccc2c(c1)OCO2	68
COC(=O)c1ccc(NC(=O)Cc2csc(SCC(=O)Nc3cccc(NC(C)=O)c3)n2)cc1	67
CSC(=O)NC(=O)c1cccc(=O)o1	54
CN(C)S(=O)(=O)Oc1ccc(-c2noc(C3CCC3)n2)cc1	58
CC1(C)Cc2cccc(OCC(=O)Nc3ccc(OC(F)(F)F)cc3)c2O1	59
CCOC(=O)c1sc(NC(=O)c2cc(-c3cccs3)nc3ccccc23)c(C(=O)OCC)c1C	74
CCOC(=O)c1cc(=O)c2ccc(OC(=O)c3cccs3)cc2o1	57

More compounds
SMILES	RMI-FANCM inh
Cc1cc(C(=O)NCC2COc3ccccc3O2)nn1C (configuration not stated)	54
Cn1cccc1C(CNC(=O)C(=O)Nc1ccc2c(c1)OCCO2)N1CCCC1 (configuration not stated)	64
CCCOc1ccc(S(=O)(=O)Nc2ccc3c(c2)OCC(C)(C)C(=O)N3C)cc1	66
Cc1ccc(Nc2n[nH]c(=S)s2)cc1	58
CCn1cccc(-c2nnc(SCC(=O)NC3CCCC3)n2C)c1=O	64
COc1cc2ccccc2cc1C(=O)Nc1nnc(-c2ccncc2)o1	65
CCc1ccc(NS(=O)(=O)c2[nH]ncc2C(=O)n2nc(C)cc2C)cc1	57
COc1cc(C)c(C(C)C)cc1S(=O)(=O)n1nnc2ccccc21	59
O=c1c(F)cn(C2CCCO2)c(=O)n1Cc1cccc2ccccc12 (configuration not stated)	54
N/C(=N/OC(=O)c1ccccc1Cl)c1ncc([N+](=O)[O-])s1	52
CC(C)(C)S(=O)(=O)c1ccc(N2CCN(c3ccccn3)CC2)nn1	64
CCOC(=O)C(=O)NCCOc1ccc2nnc(-c3ccccc3Cl)n2n1	70
O=C(Nc1ccccn1)C1CCN(c2ccc(-c3ccccc3)nn2)CC1	62
CN(C)c1cccc2c(S(=O)(=O)NN)cccc12	58
Cn1cccc1C(CNC(=O)C1CCCCC1)N1CCc2ccccc2C1 (configuration not stated)	63
CC(=O)OCC(=O)[C@@]1(O)CCC2C3CCC4=CC(=O)CC[C@]4(C)C3C(=O)C[C@@]21C (some centres not stated)	64
CC(Sc1nnc(NC(=O)CCc2ccccc2)s1)c1ccccc1 (configuration not stated)	58
O=C(Nc1nc(-c2csc(NC(=O)c3ccc4ccccc4c3)n2)cs1)c1ccc2ccccc2c1	104
CCCc1cnc(Oc2ncnc3cc(Cl)ccc23)nc1	59
O=C(c1cc2ccccc2o1)N1CCN(Cc2nc(-c3ccco3)cs2)CC1	64
CCCCOc1ccc(C(=O)N2CC(=O)Nc3ccc(Cl)cc3C2c2ccc(F)cc2)cc1 (configuration not stated)	56
O=C(O)C1CC(=O)N(Cc2ccccc2)C1 (configuration not stated)	57
O=C(NCCS(=O)(=O)N1CCc2ccccc2C1)c1cc(=O)c2ccccc2o1	57
COc1ccc(-c2ccc(N3CCN(S(=O)(=O)c4cccs4)CC3)nn2)cc1OC	63
CCOC(=O)Cc1csc(NC(=O)CSc2nc(=O)[nH]c3c2CCCC3)n1	55

Additional entries.
SMILES	RMI-FANCM inh
O=S(=O)(CCCOc1ccc(F)cc1)N1CCCC1	62
COc1ccc(C(=O)NCC(c2cccn2C)N2CCCC2)c(OC)c1 (configuration not stated)	83
O=S(=O)(Nc1nc(SCc2ccc(Cl)cc2)n[nH]1)c1ccc2c(c1)CCO2	61&72
O=C(NCCOc1ccccc1)c1ccc2c(c1)OCO2	62
COc1ccccc1NC(=O)C1=C(C)Nc2ncnn2C1c1ccc(C)o1 (configuration not stated)	59
O=C(O)[C@H]1CSCN1C(=O)OCC1c2ccccc2-c2ccccc21	54
COc1ccc([N+](=O)[O-])cc1NC(=S)NC1CCS(=O)(=O)C1 (configuration not stated)	60
CN(C)C(=S)NC(=NCCN=C(NC(=S)N(C)C)c1ccc([N+](=O)[O-])cc1)c1ccc([N+](=O)[O-])cc1	57

An excerpt; count on the stated rates, not on these rows.
